Epigenetic derep – Quantitative High-Throughput Screen for Regulators of Epigenetic Control; 280,000 compounds, 0.2% hits; Potency, µM (series often up to 53.9 µM), inactives show at the top dose GFP activation, actives largely listed as activators; AID 1865, 2009; murine LDR cells, GFP reporter derepression, 30 h; further: potency means the concentration at half of the fitted maximal effect; % of control where 0% means no effect; nearly all actives have a fitted effect of over 60% in size
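Murine LDR cells carrying a silenced, genomically integrated CMV-driven GFP reporter were exposed to compound for 30 hours at 37 C. After PBS washes, GFP-positive cells (20–120 um objects) were counted by laser-scanning microplate cytometry.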
CBFb RUNX1 block – qHTS Assay for Compounds Blocking the Interaction Between CBF-beta and RUNX1 for the Treatment of Acute Myeloid Leukemia. Runt-related transcription factor 1 (Homo sapiens) + Core-binding factor subunit beta …. Potency, µM (top dose mostly 59.8 µM), for the others: at the top dose activity, negative = inhibition, usual class: inhibitors. 230,000 tested, under 10 active. AlphaScreen CBFb-His/RUNX1-biotin binding, biochemical; further: % of control where 0% means no effect
Target sequence (Q01196 whole entry, looked up): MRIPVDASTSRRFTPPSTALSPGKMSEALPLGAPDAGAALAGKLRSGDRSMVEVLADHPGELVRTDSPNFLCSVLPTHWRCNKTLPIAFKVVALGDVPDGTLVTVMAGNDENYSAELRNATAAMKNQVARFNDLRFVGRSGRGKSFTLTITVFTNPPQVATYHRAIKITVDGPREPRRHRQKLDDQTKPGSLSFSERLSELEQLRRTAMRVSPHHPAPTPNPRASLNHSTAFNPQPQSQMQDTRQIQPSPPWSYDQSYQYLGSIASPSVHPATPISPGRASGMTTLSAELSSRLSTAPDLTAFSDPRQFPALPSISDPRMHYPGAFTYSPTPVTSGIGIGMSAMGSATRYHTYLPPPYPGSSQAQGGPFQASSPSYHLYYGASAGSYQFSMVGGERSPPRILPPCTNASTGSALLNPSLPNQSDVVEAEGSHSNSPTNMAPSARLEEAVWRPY
Target sequence (Q13951 whole entry, looked up): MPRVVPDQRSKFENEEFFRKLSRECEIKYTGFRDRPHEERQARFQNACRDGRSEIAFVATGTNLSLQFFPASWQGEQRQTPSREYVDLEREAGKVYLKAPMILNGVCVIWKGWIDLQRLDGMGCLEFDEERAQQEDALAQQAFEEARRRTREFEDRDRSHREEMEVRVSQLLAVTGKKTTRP
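Bead-based AlphaScreen assay; binding partners His-tagged CBF-beta and biotinylated RUNX1 at 30 nM each. Compound exposure 15 min after a 20-min protein preincubation; bead step 90 min; all steps at room temperature.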
HTT aggregate – qHTS Multiplex Assay to Identify Dual Action Probes in a Cell Model of Huntington: Aggregate Formation (GFP) | Potency, µM (series often up to 46.1 µM), without a hit: at the top dose activity change, negative = inhibition, hits mostly inhibitors | PC12 HttQ103-GFP aggregates, Acumen cytometry, 40 h | 220,000 compounds, 1.1% hits | AID 1688, 2009; further: potency means the concentration at half of the fitted maximal effect; on the % scale 0 is the no-effect control and ±100 the full control effect; nearly all actives have a fitted effect of over 60% in size
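Compounds (qHTS titration) were added to PC12 cells expressing an ecdysone-driven HTT exon 1 Q103–GFP fusion after induction with 100 nM tebufenozide. Aggregate formation was measured as GFP objects in cell lysates.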
Lamin A splicing – qHTS Assay for Modulators of Lamin A Splicing | HeLa LMNA splicing GFP/RFP minigene ratio, 48 h | Potency, µM (highest dose often 46.1 µM), for inactives: at the top dose ratio change, negative = inhibition, actives largely listed as inhibitors | 200,000 compounds, 0.01% hits | AID 1487, 2009; active means well fitted inhibition curve with a large enough effect in the signal ratio, with a control signal flat, not every such curve was filed as active; inconclusive means small, poorly fitted or top-dose-only effect, or effect the other way, or a change in a side signal; the % refers to the signal ratio; further: potency means the concentration at half of the fitted maximal effect; on the % scale 0 is the no-effect control and ±100 the full control effect
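S3 HeLa stable clones carrying a lamin A-EGFP splicing minigene plus DsRed2 were seeded at 600 cells/well in Opti-MEM with 2% FBS, pin-dosed and incubated 48 h at 37°C. Acumen cytometry (488 nm) gave the GFP/RFP total-intensity ratio.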
KinaseGlo FLuc – Counterscreen for Luciferase (Kinase-Glo TM) Inhibition; Luciferin 4-monooxygenase (Photuris pensylvanica), Q27757; Kinase-Glo luciferase, ATP luminescence, 8 min; Potency, µM (doses to about 38.3 µM), for inactives: at the top dose activity change, negative = inhibition, hits mostly inhibitors; 200,000 compounds, 0.28% hits; further: potency means the concentration at half of the fitted maximal effect; on the % scale 0 is the no-effect control and ±100 the full control effect; nearly all actives have a fitted effect of over 60% in size
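Substrate mix (final 50 mM imidazole pH 7.2, 50 mM KCl, 7 mM MgCl2, 10 uM ATP, 0.01% Tween 20, 0.05% BSA) plus pin-tool compound, then Kinase-Glo detection mix; 8 min ambient, luminescence read.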
NPSR antag – qHTS Assay for Antagonists of the Neuropeptide S Receptor: cAMP Signal Transduction; Potency, µM (series often up to 38.3 µM), for inactives: at the top dose activity change, negative = inhibition, usual class: inhibitors; AID 1461, 2008; 220,000 compounds, 1% hits; Q6W5P4; CHO-NPSR cells, cAMP TR-FRET, antagonist mode; further: potency means the concentration at half of the fitted maximal effect; on the % scale 0 is the no-effect control and ±100 the full control effect; nearly all actives have a fitted effect of over 50% in size; many of its hits are not listed in these tables
Target sequence (Q6W5P4 whole entry, looked up): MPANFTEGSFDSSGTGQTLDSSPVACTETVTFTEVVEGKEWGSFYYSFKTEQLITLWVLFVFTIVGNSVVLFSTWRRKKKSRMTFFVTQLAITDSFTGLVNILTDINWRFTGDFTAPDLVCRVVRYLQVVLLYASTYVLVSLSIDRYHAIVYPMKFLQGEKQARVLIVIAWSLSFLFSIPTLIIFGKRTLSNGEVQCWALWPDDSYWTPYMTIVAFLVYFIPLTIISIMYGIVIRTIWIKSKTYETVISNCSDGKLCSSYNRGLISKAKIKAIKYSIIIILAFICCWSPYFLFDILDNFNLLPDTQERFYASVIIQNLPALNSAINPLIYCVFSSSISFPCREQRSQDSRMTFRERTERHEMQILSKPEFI
IMPase Li inh – qHTS Assay for Identifying the Cell-Membrane Permeable IMPase Inhibitors: Potentiation with Lithium; CHO-M1 cells, IP1 TR-FRET (IP-One), carbachol + lithium; Potency, µM (top dose mostly 59.4 µM), without a hit: top-dose activity, negative = IMPase inhibition, most hits filed as inhibitors; 210,000 compounds, 0.35% hits; AID 1457, 2008;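 further: IP1 builds up when IMPase is blocked and the TR-FRET signal falls; potency means the concentration at half of the fitted maximal effect; plate controls were basal vehicle for no effect and high inhibitor control for full effect; nearly all actives have a fitted effect of over 50% in size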
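CHO-M1, 2000 cells/well, 16–30 h culture; cpd + low Li+, 30 min 37C; lysis with d2-IP1/Eu-anti-IP1 Ab, 10 min RT; TR-FRET 665/620 ratio and 620 channel; AC50 via Hill.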
The depositor's hits bear a star; ? = inconclusive; · = not tested or not shown; & = joins results of further samples; [ ] = dose if it differs, or a comment. Unless noted, the call rests on the fitted dose curve; in most records, active means well fitted curve in the direction sought with a large enough effect; inconclusive means small, poorly fitted or top-dose-only effect, or another doubt; inactive means no such curve, though single readings can be large; an effect the other way counts as inactive or inconclusive. An excerpt; count on the stated rates, not on these rows.

SMILES	Epigenetic derep	CBFb RUNX1 block	HTT aggregate	Lamin A splicing	KinaseGlo FLuc	NPSR antag	IMPase Li inh
CCN(CC(=O)NCCC1=CCCCC1)S(=O)(=O)c1ccccc1	-0.1%	5.0%	4.5%[9.22 µM]	·	·	-2.9%	·
CCN(CC)C(=O)c1cc(-c2ccc(Br)cc2)on1	-1.0%	11.6%	-1.0%	13.6%	-0.4%	-8.5%[46.1 µM]	-1.0%[38.3 µM]
Cc1ccccc1CNS(=O)(=O)c1ccccc1[N+](=O)[O-]	0.3%	0.2%	-14.3%[9.22 µM]	14.9%[46 µM]	4.2%	-7.8%	0.2%
O=C(c1ccc2c3c(cccc13)CC2)C1CCCN(C(=O)c2ccc(=O)[nH]c2)C1 (configuration not stated)	-3.3%	-0.5%	-11.9%[9.22 µM]	?	-3.5%	-2.3%	4.9%
COc1ccc(NS(=O)(=O)c2ccc(NC(=S)NC(=O)C(C)C)cc2)cc1	0.0%	-4.9%	-26.5%	?	3.7%	-29.6%[46.1 µM]	-7.3%[38.3 µM]
COc1ccccc1NC(=O)c1ccc([N+](=O)[O-])cc1[N+](=O)[O-]	-0.9%	-5.6%	7.8%	·	-1.5%	23.4%	1.0%
CC1(C)Cc2c(sc3nc4n(-c5ccccc5)c(=O)c(CCC(=O)O)nn4c(=O)c23)CO1	0.1%	-26.5%	8.3%[9.22 µM]	·	·	33.0%	·
CCCCOc1ccc(/C=C/C(=O)Nc2ccc([N+](=O)[O-])cc2C)cc1	0.0%	3.9%	2.8%	-8.2%	-0.8%	16.6%	-0.3%
NC(=NCCc1ccccc1)NS(=O)(=O)c1ccc2ccccc2c1	-3.0%	-27.6%	-18.8%	?	-1.9%	4.4%	2.6%
COc1ccc(CC(=O)Nc2cc(C)ccn2)cc1	0.0%	-8.1%	10.0%	8.9%	-2.5%	-6.5%[46.1 µM]	21.5%[38.3 µM]
Cc1nn(C)c(C)c1NC(=O)CSc1nnc(C)n1-c1ccccc1	-2.6%	5.5%	-5.8%	1.1%	-3.1%	-5.6%[46.1 µM]	-7.8%[38.3 µM]
O=C(NCCN1Cc2ccccc2C1=O)c1cccs1	1.0%	5.1%	-30.4%	-10.0%	1.6%	-12.3%[46.1 µM]	5.1%[38.3 µM]
NC(=O)C1(S(=O)(=O)c2ccccc2)CCCCC1	-0.5%	-4.4%	11.0%[9.22 µM]	7.4%	-3.0%	-13.2%[46.1 µM]	-0.7%[38.3 µM]
Cc1ccc(N=Cc2ccc(N(C)C)cc2)cc1C	2.1%	5.6%	-5.7%	·	0.5%	10.7%	-5.5%
O=c1[nH]n(-c2ccccc2)c(=O)c(Cl)c1Cl	0.0%	0.9%	8.7%	7.5%	-1.5%	0.6%[46.1 µM]	-2.4%[38.3 µM]
N[C@H](CCC(=O)NCC(=O)O)C(=O)O	0.8%&-1.1%	?	·	·	3.7%	·	-0.6%&14.5%
CCN(CC)c1ccc(NC(=S)NC(=O)Cc2ccccc2)cc1	-1.3%	?	-2.1%	-3.5%	0.1%	-43.5%	10.9%
C=CCc1ccccc1OCC(O)CN1CCN(c2ccccc2OC)CC1 (configuration not stated)	3.8%	-4.4%	-2.8%	?	-4.8%	-16.3%[46.1 µM]	23.2%[38.3 µM]
O=C(Nc1ccc(-c2nnc(-c3ccccc3)o2)cc1)C(F)(F)F	5.3%	1.2%	3.6%	-0.1%	-2.6%	4.9%[46.1 µM]	·
CN1/C(=C/C2CC(=O)N(c3cccc4ccccc34)C2=O)C(C)(C)c2ccccc21 (configuration not stated)	-5.4%	-9.7%	-6.2%	-6.3%	-1.8%	-22.9%[46.1 µM]	24.8%[38.3 µM]
COC(=O)C1=C(C)N(C)C(=S)N(C)C1c1ccc(OC)cc1 (configuration not stated)	-1.6%	5.9%	21.6%	6.5%[46 µM]	0.8%	-8.7%	13.6%
O=C(Nc1nnc(SCc2cccc3ccccc23)s1)C1COc2ccccc2O1 (configuration not stated)	-1.0%	-4.5%	-1.9%	?	1.1%	1.3%	0.1%
CC(C)Sc1snnc1-c1ccccc1	-4.1%	19.6%	10.0%	?	1.6%	-5.2%	16.4%
Cc1nc(S(=O)(=O)Cc2ccc(Cl)cc2)nc2c1CCC2	-2.3%	-4.6%	21.7%[9.22 µM]	·	1.3%	6.2%	-7.3%
CCOc1ccc(CNc2ccc(N3CCOCC3)c(C(=O)O)c2)cc1	-7.0%	5.5%	0.7%	-7.7%	0.6%	-2.7%[46.1 µM]	12.3%

5 entries already listed, sorted by molar mass, ascending.
SMILES	Epigenetic derep	CBFb RUNX1 block	HTT aggregate	Lamin A splicing	KinaseGlo FLuc	NPSR antag	IMPase Li inh
Cc1ccc(N=Cc2ccc(N(C)C)cc2)cc1C	2.1%	5.6%	-5.7%	·	0.5%	10.7%	-5.5%
O=C(NCCN1Cc2ccccc2C1=O)c1cccs1	1.0%	5.1%	-30.4%	-10.0%	1.6%	-12.3%[46.1 µM]	5.1%[38.3 µM]
NC(=NCCc1ccccc1)NS(=O)(=O)c1ccc2ccccc2c1	-3.0%	-27.6%	-18.8%	?	-1.9%	4.4%	2.6%
COc1ccc(NS(=O)(=O)c2ccc(NC(=S)NC(=O)C(C)C)cc2)cc1	0.0%	-4.9%	-26.5%	?	3.7%	-29.6%[46.1 µM]	-7.3%[38.3 µM]
O=C(Nc1nnc(SCc2cccc3ccccc23)s1)C1COc2ccccc2O1 (configuration not stated)	-1.0%	-4.5%	-1.9%	?	1.1%	1.3%	0.1%

The listing continues:
SMILES	Epigenetic derep	CBFb RUNX1 block	HTT aggregate	Lamin A splicing	KinaseGlo FLuc	NPSR antag	IMPase Li inh
C/C(CCc1ccc2c(c1)OCO2)=N\N=C(/N)SC1CC(=O)N(c2ccccc2F)C1=O (configuration not stated)	-1.7%	6.4%	?	-3.4%[0.0737 µM]	9.4%	-12.1%[46.1 µM]	23.1%[38.3 µM]
CCCn1c(SCC(=O)Nc2ccccc2-c2ccccc2)nnc1-c1ccoc1C	0.9%	0.1%	-1.6%	?	-3.6%	?	7.7%[38.3 µM]
CC(C)c1cc(C(=O)OCC(=O)NC(=O)NCc2ccco2)c(O)c(C(C)C)c1	-0.7%	-10.6%	-9.4%	?	1.9%	?	10.3%
C=CCN1CC2CC3(COc4cc(C)cc(C)c4)C=CC2(O3)C1=O (configuration not stated)	-0.7%	2.4%	3.4%	-0.9%	-1.9%	-3.7%[46.1 µM]	-11.8%[38.3 µM]
O=C1CSC(c2ccc(Cl)cc2)N1C1CCCCC1 (configuration not stated)	-1.8%	3.5%	1.0%	15.6%	-0.4%	?	-1.8%[38.3 µM]
COc1ccc(C(=O)Nc2ccccc2C(=O)NCc2ccco2)cc1OC	-2.7%	-4.7%	1.2%	-13.0%	-6.4%	?	-5.2%[38.3 µM]
COc1ccc(N2C(=O)[C@@H]3[C@H](C2=O)[C@H]2c4ccccc4C=CN2[C@@H]3C(=O)Nc2ccccc2)cc1	0.8%	-6.2%	10.1%[1.84 µM]	5.9%	3.2%	-5.6%[46.1 µM]	13.7%[38.3 µM]
N=c1sccn1CC(=O)Nc1cccc(Oc2ccccc2)c1	0.0%	-0.9%	-13.3%	-11.1%	-8.5%	-1.5%[46.1 µM]	12.1%[38.3 µM]
CCC1(C)N([O-])C(C)=C(c2ccccc2)[N+]1=O (configuration not stated)	-1.1%	5.1%	-8.1%	-0.5%	-4.5%	-2.6%[46.1 µM]	6.9%[38.3 µM]
O=C(Oc1ccccc1C(=O)N1CCOCC1)c1ccc(Br)cc1	-0.3%	-1.3%	-1.2%	1.6%	-0.4%	-6.2%[46.1 µM]	31.3%[38.3 µM]
O=C(COC(=O)Cc1c(F)cccc1Cl)NCCC1=CCCCC1	-3.0%	14.5%	-5.1%	-2.1%	1.6%	4.5%	-2.8%
CC(=O)c1ccc(Nc2nc(C)nc3c2oc2ccccc23)cc1	4.4%	7.3%	-26.7%	-1.4%	-4.5%	11.4%[46.1 µM]	?
COc1ccc(C(=O)Nc2ccc([N+](=O)[O-])cn2)c(OC)c1	-0.9%	-2.7%	-4.2%	-2.4%	·	-3.7%[46.1 µM]	·
CCN(CC(=O)NC(C)C)Cc1nc2c(Br)cc(Br)cc2c(=O)[nH]1	1.1%	1.5%	3.9%[9.22 µM]	-13.5%[46 µM]	·	47.6%	·
Cc1cn(C2CC3OCC3O2)c(=O)[nH]c1=O (configuration not stated)	-1.1%	1.8%	12.3%	-1.8%	1.8%	-12.1%[46.1 µM]	14.2%[38.3 µM]
O=C(CN1CCC(Cc2ccccc2)CC1)Nc1ccc2c(c1)OCCO2	7.4%	-6.7%	-2.7%[9.22 µM]	1.7%	-1.5%	-17.1%[46.1 µM]	13.8%[38.3 µM]
S=P(N1CC1)(N1CC1)N1CC1	6.7%	7.1%	3.5%	?	-5.9%	·	-1.5%
N#C/C(C(=O)NCc1ccco1)=C1/SC=C(c2ccccc2)N1c1ccccc1	-1.6%	-0.4%	0.1%	7.5%	-4.4%	?	11.2µM*
Cc1nnsc1C(=O)N1CCN(c2ccc(F)cc2)CC1	2.1%	9.1%	-8.2%[9.22 µM]	·	·	11.6%	·
Cc1ccc(-c2noc(CN3CCOCC3)n2)cc1	-2.5%	1.3%	8.4%	2.7%	-0.7%	5.2%[46.1 µM]	-29.5%[38.3 µM]
O=C(O)c1cc(Cl)c(Cl)cc1C(=O)Nc1cccc2cccnc12	0.0%	-21.0%	11.4%	-5.3%	0.5%	10.4%	-3.4%
Cc1ccc(S(=O)(=O)N2CCCC2C(=O)NC2CCCCC2)cc1 (configuration not stated)	0.8%	4.7%	4.0%	?	1.1%	-5.0%[46.1 µM]	4.1%[38.3 µM]

Shown as a hit in IMPase Li inh (from the list above):
SMILES	Epigenetic derep	CBFb RUNX1 block	HTT aggregate	NPSR antag	IMPase Li inh
N#C/C(C(=O)NCc1ccco1)=C1/SC=C(c2ccccc2)N1c1ccccc1	-1.6%	-0.4%	0.1%	?	11.2µM*

Assay outcomes from PubChem BioAssay.
